Screening data (PubChem)
EBV gp42 block: EBV gp42 inhibition; Q1HVG2; Fluorescence polarization binding assay, mP read-out; inhibition, % (tested at 21.74 µM); 220,000 compounds, 0.42% hits; AID 1085; in the data active means inhibition above about 50%
Cl transport mod: modulators of human KCC2 chloride dependent transport. Q9H2X9. KCC2 cells, thallium flux FluoZin-2 fluorescence. B-score of Tl+ flux slope (higher = more flux/activation; lower = inhibition) at 10 µM. 190,000 compounds, 2.2% hits;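 active means thallium flux slope and its plate-corrected score both differing from the plate sample mean at a set confidence after two filtering rounds, in either direction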;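 further: slope of fluorescence scaled to starting intensity during 10 to 20 s after thallium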
Target sequence (Q9H2X9 whole entry, looked up): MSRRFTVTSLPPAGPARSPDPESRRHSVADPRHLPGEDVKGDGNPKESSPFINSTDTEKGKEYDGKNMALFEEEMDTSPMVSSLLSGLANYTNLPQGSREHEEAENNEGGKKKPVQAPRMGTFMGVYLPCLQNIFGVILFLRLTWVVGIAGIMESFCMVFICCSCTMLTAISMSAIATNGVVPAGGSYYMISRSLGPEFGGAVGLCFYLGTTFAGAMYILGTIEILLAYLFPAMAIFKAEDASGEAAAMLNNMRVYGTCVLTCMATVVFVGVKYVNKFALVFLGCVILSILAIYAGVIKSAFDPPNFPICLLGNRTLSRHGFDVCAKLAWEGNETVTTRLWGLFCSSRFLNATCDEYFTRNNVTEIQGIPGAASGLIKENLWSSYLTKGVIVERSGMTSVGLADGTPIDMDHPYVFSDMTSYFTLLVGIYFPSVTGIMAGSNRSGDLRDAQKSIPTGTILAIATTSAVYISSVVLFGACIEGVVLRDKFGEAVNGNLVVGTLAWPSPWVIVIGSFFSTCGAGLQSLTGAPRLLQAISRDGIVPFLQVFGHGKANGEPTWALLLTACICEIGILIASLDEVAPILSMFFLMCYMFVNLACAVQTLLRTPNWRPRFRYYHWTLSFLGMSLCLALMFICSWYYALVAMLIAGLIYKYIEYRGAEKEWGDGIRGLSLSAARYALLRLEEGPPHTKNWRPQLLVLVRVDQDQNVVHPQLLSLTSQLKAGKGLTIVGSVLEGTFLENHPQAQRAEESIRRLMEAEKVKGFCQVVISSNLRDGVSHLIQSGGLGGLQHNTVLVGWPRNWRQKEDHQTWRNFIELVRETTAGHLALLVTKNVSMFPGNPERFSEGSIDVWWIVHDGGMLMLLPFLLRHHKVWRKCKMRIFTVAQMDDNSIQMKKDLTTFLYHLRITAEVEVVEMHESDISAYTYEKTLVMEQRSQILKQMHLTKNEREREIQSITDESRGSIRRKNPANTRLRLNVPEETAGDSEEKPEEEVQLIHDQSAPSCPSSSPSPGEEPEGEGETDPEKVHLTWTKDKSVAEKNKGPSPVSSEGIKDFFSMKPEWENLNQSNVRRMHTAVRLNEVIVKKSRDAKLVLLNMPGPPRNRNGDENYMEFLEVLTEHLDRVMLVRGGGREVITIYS
thrombin 1536: inhibitors of human thrombin; alpha-thrombin, Boc-VPR-AMC fluorogenic substrate cleavage; inhibition, % at 5 µM; 220,000 compounds, 0.26% hits;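 active means inhibition at or above 40%; inactive means inhibition below 40%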;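 further: 0% = enzyme with no compound and 100% = wells without enzyme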
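Material: human alpha-thrombin enzyme / Medium: pH 7.5 Tris (50 mM) with NaCl 150 mM, Tween 20 0.05% / Compound: single-point dosing at 5 µM, 0.2% DMSO / Incubation: enzyme reaction carried out at room temperature / Detection: AMC fluorescence, 355/460 nm / Read-out basis: percent inhibition scaled between no-compound controls and no-enzyme blanks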
zfTRPN1 agonist: activates the zebrafish TRPN1 channel | AID 1424 | activation, % at 3 µM | HEK293 zebrafish TRPN1-YFP, Fluo-8 calcium fluorescence; 100% = response to 87 µM carbachol | 220,000 compounds, 0.18% hits;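 active means activation above its plate's cutoff, the mean activation of test wells on that plate plus 3 SD, cut at about 19% in these data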;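 further: 0% = DMSO alone and 100% = 87 µM carbachol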
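System: zebrafish TRPN1-YFP in HEK293 cells / Dosing: 3 µM single point / Timing: dye loading 1 h at 37 °C, then 30 min room temperature / Signal: Fluo-8 calcium fluorescence, excitation 470-495 nm, emission 515-575 nm / Read-out basis: percent activation from peak over basal fluorescence ratio, control-normalized / Control set: high carbachol 87 µM, low DMSO alone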
Furin inhibitor: human furin inhibition; purified furin, fluorogenic substrate cleavage; P09958; 220,000 compounds, 0.061% hits; inhibition, % at 30 µM; in the data active means inhibition above about 25%; further: inactives centre near -15
PPC-1+TRAIL kill: PPC-1 cancer cell killing with TRAIL present | cell killing (% activity), % at 4 µM | AID 1443 | 220,000 compounds, 0.41% hits | PPC-1 cells + TRAIL, ATPLite viability luminescence;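 active means cell killing above 50% in the first pass at 4 µM, then a duplicate retest at 5 µM averaging 50% or more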;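 further: plate controls were cells with TRAIL plus DMSO for no effect and medium-only wells lacking cells for full effect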
Calpain2 inh: calpain II (pig) inhibition; purified calpain II, fluorogenic peptide substrate, 30 min; inhibition, % at 16 µM; 220,000 compounds, 0.37% hits;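 active means inhibition above about 50%, limit read from the data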
Tb hexokinase: blocks Trypanosoma brucei hexokinase 1 activity; recombinant TbHK1, G6PDH-coupled NADH A340; inhibition, % at 10 µM; 220,000 compounds, 0.11% hits; AID 1430;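 active means inhibition of 50% or more in the single-dose primary screen; inactive means inhibition below 50%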
TRPML3 ag: agonists of human TRPML3 channel. 220,000 compounds, 0.29% hits. AID 1448. HEK293 TRPML3-YFP, Fluo-8 calcium fluorescence; 100% = the carbachol control signal. activation, % at 3 µM;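 active means activation above its plate's cutoff, the mean activation of the plate's test wells plus 3 SD, cut at about 12% in these data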;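 further: 0% = DMSO only wells and 100% = carbachol wells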
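Test system – HEK293 line with stable expression of human TRPML3-YFP channel · Control set – carbachol 87 µM final as high control (100%), DMSO as low control (0%) · Signal – Fluo-8 calcium dye fluorescence, ex 470-495, em 515-575 nm · Incubation – 1-h 37 °C dye load, 5-s basal, 120-s post-compound reads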
* marks the source's active call; other numbers are inactive results; i = inactive; nt = not tested or not shown; [ ] = remark or other dose.

cpd	SMILES	EBV gp42 block	Cl transport mod	thrombin 1536	zfTRPN1 agonist	Furin inhibitor
1	O=C(c1cccc(S(=O)(=O)N2CCCC2)c1)N(Cc1ccco1)C1CCS(=O)(=O)C1 (centres undefined)	2	0.74	-2	-2.7	-15
2	Cc1cc(Cl)ccc1C(=O)C1CCCN(C(=O)CCn2cnnn2)C1 (centres undefined)	-5	0.44	-2	2.8	-30
3	COc1ccc(C2(C(=O)NC3CCCCC3)CCOCC2)cc1OC	-18	0.43	-7	-0.5	-12[20 µM]
4	COc1ccc(-n2nnnc2SCC(=O)NCCc2ccc(OC)c(OC)c2)cc1	0	-0.28	-4	-0.4	-16
5	O=C(Nc1ccc(F)cc1)NC1(C(=O)NCc2ccc3c(c2)OCO3)CCCCC1	-7	1.1	-4	-0.4	-18[20 µM]
6	COc1ccc2cc(C(=O)C3CCCN(C(=O)CSc4nnc(C)o4)C3)ccc2c1 (centres undefined)	-13	-1.6	-11	3.9	-34
7	CCN(CC)CCNC(=O)C(C(=O)c1ccccc1)n1ccccc1=O (centres undefined)	-4	-0.19	-4	0.7	-29
8	COc1ccccc1OCCCC(=O)Nc1ccc(N2CCOCC2)cc1	-15	-0.14	-7	1.9	-3
9	O=C(NC(=O)c1ccc(Cl)cc1)OC1CCCCC1	3	0.074	-2	-0.6	-26
10	CCCCCC1CCC(C(=O)NNC(=S)NCC)CC1 (centres undefined)	1	-0.082	9	-1.6	-4[20 µM]
11	COc1cc(C=Nc2ccccc2C(=O)Nc2ccccc2)cc(OC)c1OC	-6	1.4	-3	1.1	-38
12	CC(C)COn1c(=S)[nH]c2ccccc2c1=O	-2	49*	-5	-0.5	-13[20 µM]

cpd	PPC-1+TRAIL kill	Calpain2 inh	Tb hexokinase	TRPML3 ag
1	31	-11	-2	0.1
2	13	-13	3	1.0
3	14	-2	-8	0.8
4	13	-14	13	-0.1
5	-15	28	-2	-0.3
6	-4	i	-20	2.4
7	-4	19	9	0.6
8	25	-3	-3	0.3
9	12	9	2	0.7
10	-4	17	-1	0.5
11	-2	-430	-10	1.0
12	18	20	-5	-0.6

Continuation:
cpd	SMILES	EBV gp42 block	Cl transport mod	thrombin 1536	zfTRPN1 agonist	Furin inhibitor
13	O=C(Oc1ccccc1)c1ccc(-n2cnnn2)cc1	-18	nt	-2	-0.4	-8
14	O=C(c1ccc(COc2ccc3c(c2)CCC3)o1)N1CCN(c2ccccc2)CC1	nt	nt	nt	1.6	-44[20 µM]
15	CCOC(=O)c1ccc(CSc2nnc(-c3ccncc3)n2N)cc1	-14	1.1	19	1.2	-26[20 µM]
16	COc1ccc(C2N(c3ccc(OC)cc3)C(=S)N3CCCN23)cc1 (centres undefined)	6	-0.13	14	2.0	1
17	Cc1cc(C)c2ccc(=S)[nH]c2n1	0	3.5	26	0.1	-19
18	Cc1ccc(NC(=O)C2CC(=O)OC23CCOC(C)(C)C3)cc1 (centres undefined)	-18	nt	3	-0.7	-11[20 µM]
19	NC(=O)C1(c2ccccc2)CCCN1C(=O)c1ccccc1Br (centres undefined)	1	0.76	-1	0.0	-17
20	Cc1nc2nc[nH]n2c(=O)c1CCOC(=O)c1c(F)cccc1F	-6	-0.038	3	0.9	-12
21	Cc1noc(C)c1COC(=O)c1ccccc1NC(=O)c1ccco1	-15	-1.3	0	-0.4	-20
22	COc1ccc(C(=O)N2C(=O)c3ccc(N)cc3C2=O)cc1	-3	0.0038	-4	1.1	-24
23	CC1(C)CC(=O)C2=C(C1)Nc1ccccc1[S@]2=O	-5	1	-5	1.1	-14
24	C/C(Cc1ccccc1)=N\NC(=O)CNC(=O)COc1cccc(C)c1	-1	-0.51	-4	0.5	-18

cpd	PPC-1+TRAIL kill	Calpain2 inh	Tb hexokinase	TRPML3 ag
13	10	21	7	-0.8
14	nt	nt	7	0.1
15	-30	10	-3	0.8
16	24	24	-2	0.7
17	11	8	-11	0.2
18	-4	3	-4	1.1
19	14	29	8	0.5
20	16	-14	-1	1.1
21	19	-2	1	-0.5
22	0	-113	-3	0.7
23	0	-33	-20	0.6
24	3	-14	-7	0.2

Records listed above printed as active in Cl transport mod.
# | SMILES | EBV gp42 block | Cl transport mod | thrombin 1536 | Furin inhibitor | Calpain2 inh | Tb hexokinase | TRPML3 ag
12 | CC(C)COn1c(=S)[nH]c2ccccc2c1=O | -2 | 49* | -5 | -13[20 µM] | 20 | -5 | -0.6

Further results follow:
cpd	SMILES	EBV gp42 block	Cl transport mod	thrombin 1536	zfTRPN1 agonist	Furin inhibitor
25	CNC(=O)N1CCN(C(=O)NC)CC1	14	-0.1	-11	1.8	-28[20 µM]
26	COc1ccc(Cl)cc1-n1c(C)cc(C(=O)O)c1C	-19	0.017	0	0.3	-17
27	O=C(Nc1ccc(N2CCOCC2)nc1)c1ccc(Cl)cc1	4	nt	-2	6.5	0[20 µM]
28	CC(Cc1cccs1)NC(=O)c1cccs1 (centres undefined)	-5	1.2	-4	-0.2	-22
29	COc1ccc(/C=N/NC(=O)c2ccc(COc3cccc4cccnc34)cc2)cc1OC	-12	-1.1	-4	0.8	-23
30	CN(C)C(=O)CSc1nc2ccccc2c(=O)[nH]1	-17	nt	-4	0.6	-23[20 µM]
31	COc1cc(-c2n[nH]c(=S)n2-c2ccc(C)cc2)cc(OC)c1OC	2	-1.2	-2	-2.1	-22
32	CN(Cc1cccs1)C(=O)CCCc1c[nH]c2ccccc12	4	-1.6	-8	32*	-15
33	CCCCCCCCS(=O)c1sc2nc(C)cc(C)c2c1N (centres undefined)	-33	nt	3	0.5	-11[20 µM]
34	CN(Cc1cccs1)C(=O)COc1ccc(-c2nnco2)cc1	-11	0.98	-6	0.1	-21
35	CCCNC(=O)CN(c1ccc(F)cc1)S(=O)(=O)c1ccc2c(c1)OCCO2	4	0.17	3	1.0	-13[20 µM]
36	CCOc1cccc(=O)c2c(C)n(C)c(C)c12	2	nt	4	4.3	-12

cpd	PPC-1+TRAIL kill	Calpain2 inh	Tb hexokinase	TRPML3 ag
25	-6	5	3	0.5
26	2	-27	0	0.5
27	-7	-4	-12	1.4
28	9	15	6	0.5
29	2	-99	-20	0.6
30	7	-12	-4	0.6
31	18	-52	-5	0.2
32	20	33	10	32*
33	-20	-97	-6	0.4
34	-3	-47	1	0.6
35	2	11	5	0.4
36	6	-71	-11	0.0

Other compounds.
cpd	SMILES	EBV gp42 block	Cl transport mod	thrombin 1536	zfTRPN1 agonist	Furin inhibitor
37	Cc1cc(C(=O)COC(=O)C23CC4CC(CC(O)(C4)C2)C3)c(C)n1-c1c(C)n(C)n(-c2ccccc2)c1=O	2	0.61	1	0.6	-32
38	Cc1cccc(-c2nnc(SCC(=O)NCc3ccc4c(c3)OCO4)n2C)c1	-18	-0.37	5	-0.6	-14[20 µM]
39	Oc1ccc(NCc2ccccc2OCc2ccccc2)cc1	-3	-1.2	-9	-3.2	7
40	CC(C)Sc1nc(N2CCCC2)c2c(c1C#N)CC(C)(C)OC2	-17	-0.53	3	-0.6	-5
41	CCOc1ccc2nc(N3C(=O)CNC3=S)sc2c1	5	10*	-6	-0.2	-7
42	CNC(=O)CSc1ncnc2c1cnn2-c1ccccc1	5	-0.33	-1	1.8	-8
43	CCC(=O)Nc1c(OC(=O)CC)ccc2c(C)cc(=O)oc12	-20	-0.59	2	0.1	-13
44	Cc1ccc2c(C)nc(N/C(N)=N/S(=O)(=O)c3ccc([N+](=O)[O-])cc3)nc2c1	-14	-0.54	-2	0.3	-21
45	Cc1ccc2c(c1)c1nnc(SCC(=O)N3CCN(c4ccc(F)cc4)CC3)nc1n2CC(=O)O	-17	-0.15	-10	0.4	-2
46	COc1ccc2[nH]c(=O)c(CN(Cc3cccs3)C(=S)Nc3ccccc3)cc2c1	15	-0.031	1	-2.5	-41
47	COC(=O)c1ccc(CSc2nnc3nc(C)cc(C)n23)cc1	-10	-0.97	-1	2.4	-22
48	NS(=O)(=O)c1ccc(NC(=O)COC(=O)CCc2ccccc2)cc1	-15	1.5	-1	2.4	-20

cpd	PPC-1+TRAIL kill	Calpain2 inh	Tb hexokinase	TRPML3 ag
37	-20	4	0	0.5
38	-16	-6	-1	-0.7
39	15	32	14	-0.2
40	5	-3	-5	0.3
41	42	16	-8	0.6
42	-1	5	11	0.5
43	19	-400	-29	0.6
44	4	-104	15	0.7
45	7	-24	-12	0.3
46	30	-88	27	0.7
47	23	-14	-6	1.7
48	9	23	-3	1.7

(listing goes on)
cpd	SMILES	EBV gp42 block	Cl transport mod	thrombin 1536	zfTRPN1 agonist	Furin inhibitor
49	Cc1nc2ccccc2c(=O)n1NC(=O)c1ccc(F)cc1Cl	-3	-0.68	1	-0.1	-21[20 µM]
50	COc1cc(N2C(=O)c3ccccc3C2=O)c(Cl)cc1C(=O)OCC(=O)NCc1ccco1	-6	nt	1	0.3	-21
51	CSc1cccc(NC(=O)NCc2cccc(CNC(=O)Nc3cccc(SC)c3)c2)c1	-13	-0.46	1	0.2	-8
52	Cc1ccc(S(=O)(=O)Oc2ccc(/C=C(/NC(=O)c3ccccc3)C(=O)NCC(=O)O)cc2)cc1	2	-0.29	-13	2.5	-12

cpd	PPC-1+TRAIL kill	Calpain2 inh	Tb hexokinase	TRPML3 ag
49	22	-12	4	0.2
50	-10	-5	-2	-1.2
51	27	21	-15	0.9
52	11	-37	-3	-0.3

Given in transposed form: 3 of the compounds above.
[50] COc1cc(N2C(=O)c3ccccc3C2=O)c(Cl)cc1C(=O)OCC(=O)NCc1ccco1
[51] CSc1cccc(NC(=O)NCc2cccc(CNC(=O)Nc3cccc(SC)c3)c2)c1
[52] Cc1ccc(S(=O)(=O)Oc2ccc(/C=C(/NC(=O)c3ccccc3)C(=O)NCC(=O)O)cc2)cc1

Compound | 50 | 51 | 52
EBV gp42 block | -6 | -13 | 2
Cl transport mod | nt | -0.46 | -0.29
thrombin 1536 | 1 | 1 | -13
zfTRPN1 agonist | 0.3 | 0.2 | 2.5
Furin inhibitor | -21 | -8 | -12
PPC-1+TRAIL kill | -10 | 27 | 11
Calpain2 inh | -5 | 21 | -37
Tb hexokinase | -2 | -15 | -3
TRPML3 ag | -1.2 | 0.9 | -0.3
